LMPTP block – LMPTP (human) inhibition. P24666. recombinant LMPTP-A, OMFP fluorogenic substrate, fluorescence intensity. inhibition, % at 20 µM. 0.22% of 360,000 active. AID 651560;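 active = compounds that cut the enzyme signal by at least half of the control window in the single-dose screen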;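 note: plate controls were DMSO wells with enzyme plus substrate for no effect and substrate without enzyme for full effect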
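Assay system: LMPTP-A, protein tyrosine phosphatase of low molecular weight / Medium: pH 6.0 Bis-Tris buffer with DTT and Triton X-100 / Schedule: 50 min enzyme reaction at room temperature, protected from light / Measured by: endpoint fluorescence intensity from OMFP dephosphorylation / Read-out basis: % inhibition relative to no-enzyme and uninhibited control wells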
CSN inh – blocks human CSN-mediated cullin deneddylation. 0.38% of 360,000 active. Q92905. inhibition, % at 12.5 µM. Purified CSN, SCF-Nedd8-OG deneddylation, fluorescence polarization;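 active = pattern-corrected inhibition above about 35%, with an unprinted fluorescence ratio check between 0.5 and 1.5, limit read from the data, passing the limit was not always enough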;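 note: 0% = enzyme with substrate and 100% = substrate without enzyme; some results filed as inactive read as strong as hits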
Target sequence (Q92905 whole entry, looked up, one chain of several): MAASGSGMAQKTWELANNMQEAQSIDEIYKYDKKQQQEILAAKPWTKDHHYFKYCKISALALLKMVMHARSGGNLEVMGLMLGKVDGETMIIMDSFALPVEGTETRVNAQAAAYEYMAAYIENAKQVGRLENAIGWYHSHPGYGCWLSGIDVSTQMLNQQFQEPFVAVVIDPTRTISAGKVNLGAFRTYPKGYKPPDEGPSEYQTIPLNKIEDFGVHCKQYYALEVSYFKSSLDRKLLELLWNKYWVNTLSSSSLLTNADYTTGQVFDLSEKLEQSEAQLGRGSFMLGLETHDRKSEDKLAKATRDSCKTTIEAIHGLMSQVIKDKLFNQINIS
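Material: purified human Csn5 enzyme expressed in HEK293T cells / Medium: Tris buffer pH 7.5, NaCl, DTT, Tween-20, trehalose, ovalbumin / Compound dosing: 12.5 µM single point / Schedule: 90 min incubation of compound, enzyme and substrate at room temperature / Signal: fluorescence polarization of the substrate / Control set: no-enzyme wells high, enzyme-with-substrate wells low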
MsrA inh – bovine MsrA inhibition; purified bovine MsrA, absorbance read-out; inhibition, % at 15.5 µM; 0.75% of 360,000 active; in the data active = inhibition above about 4.5%;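 note: 0% = vehicle wells with enzyme and 100% = reference inhibitor wells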
Rpn11 block – Rpn11 (human) deubiquitinase inhibition | calls only at 20 µM | 0.59% of 360,000 active | O00487 | human 26S proteasome, Ub4-pepOG fluorescence polarization; 20S core pre-blocked with epoxomicin | AID 588493;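 active = inhibition at 20 µM, scaled to each plate's controls, above about 33%, limit read from the data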
Target sequence (O00487 whole entry, looked up): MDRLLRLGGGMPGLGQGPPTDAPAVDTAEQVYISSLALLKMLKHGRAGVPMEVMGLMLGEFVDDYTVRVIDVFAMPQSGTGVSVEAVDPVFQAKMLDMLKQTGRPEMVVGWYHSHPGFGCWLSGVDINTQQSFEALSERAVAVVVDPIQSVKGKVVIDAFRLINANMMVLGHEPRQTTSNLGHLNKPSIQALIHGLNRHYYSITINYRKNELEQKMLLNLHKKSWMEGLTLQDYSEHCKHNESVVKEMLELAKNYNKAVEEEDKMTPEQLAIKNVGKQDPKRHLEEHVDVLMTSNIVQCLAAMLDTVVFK
Scp-1 inhibitor – blocks human Scp-1 phosphatase activity | 0.88% of 340,000 active | inhibition, % at 20 µM | Q9GZU7 | Recombinant Scp1, phosphopeptide, malachite green phosphate absorbance;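 active = inhibition above about 50% at 20 µM, limit read from the data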;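 note: plate controls were DMSO wells with enzyme for no effect and wells lacking enzyme for full effect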
Target sequence (Q9GZU7 76-261 limits assumed): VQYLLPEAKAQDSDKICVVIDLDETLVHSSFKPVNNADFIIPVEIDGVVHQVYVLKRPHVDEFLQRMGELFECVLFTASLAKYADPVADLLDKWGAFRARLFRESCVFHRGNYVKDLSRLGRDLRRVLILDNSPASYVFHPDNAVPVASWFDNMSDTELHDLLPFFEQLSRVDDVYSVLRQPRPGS
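Assay system: SCP-1 catalytic fragment, aa 76-261 | Buffer or medium: Tris acetate buffer pH 5.5 with MgCl2 and Tween-20 | Compound: One concentration, 20 µM, with 1.0% DMSO | Also added: Phospho 17-mer peptide substrate | Signal: Absorbance at 630 nm | Incubation: 45 min enzyme reaction at room temperature | Measure: % inhibition of SCP-1 phosphate liberation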
STEP inh – inhibitors of human striatal-enriched phosphatase STEP. recombinant STEP, OMFP fluorogenic substrate, fluorescence. inhibition, % at 20 µM. 0.25% of 360,000 active;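 active = inhibition at 20 µM, scaled per plate between control wells, above about 37%, limit read from the data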;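 note: 0% = DMSO with enzyme and substrate and 100% = substrate only without enzyme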
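Assay system: isolated STEP enzyme. Buffer or medium: pH 6.0 Bis-Tris with DTT and Tween 20. Also added: fluorogenic phosphatase substrate OMFP at 25 µM final. Dosing: 20 µM, 1% DMSO. Timing: 20 min reaction, room temperature, in the dark. Measured by: fluorescence intensity, excitation 480 nm, emission 540 nm. Evaluation: normalized % inhibition.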
SUMO1 PPI mod – SUMO1-SIM interaction modulation; SUMO1 binding to a labelled peptide, TR-FRET, 1 h; inhibition, % at 20 µM; 0.33% of 360,000 active; AID 602429; in the data active = inhibition above about 37%
Target sequence (P63165 whole entry, looked up): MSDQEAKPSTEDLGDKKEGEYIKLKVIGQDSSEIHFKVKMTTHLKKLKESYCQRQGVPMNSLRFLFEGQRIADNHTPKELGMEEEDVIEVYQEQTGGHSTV
DNMT1 inh – DNMT1 (human) enzyme inhibition. P26358. DNMT1 molecular beacon, Hinp1I cleavage, fluorescence. inhibition (reported as % activation of signal), % at 10 µM. 0.83% of 360,000 active; in the data active = inhibition above about 50%
TbMetRS inhib – Trypanosoma brucei MetRS inhibition; inhibition, % at 11.9 µM; 0.4% of 360,000 active; purified T. brucei MetRS, ATP depletion, Kinase-Glo luminescence;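 active = inhibition above a per-plate cutoff of the control wells' mean inhibition plus 3 SD, cut at about 5.5% in these data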;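 note: 0% = DMSO wells median and 100% = median of wells with control inhibitor compound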
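Measured by: Kinase-Glo luciferase luminescence reporting remaining unconsumed ATP. Material: purified T. brucei MetRS enzyme. Doses: 11.9 µM compound single dose, 0.9% DMSO. Medium: HEPES buffer containing pyrophosphatase, BSA, spermine, DTT. Times: 15 min preincubation, 2 h reaction, all 25 °C. Reagent: methionine, ATP and bulk E. coli tRNA.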
NadD block – inhibitors of Staphylococcus aureus NadD. purified NadD enzyme, colorimetric absorbance read-out. 0.78% of 360,000 active. inhibition, % at 20 µM. AID 602399; in the data active = inhibition above about 26%; note: some compounds past the cut are filed as inactive
An asterisk follows results filed as active; i = inactive; nt = no result given.

no.	structure	LMPTP block	CSN inh	MsrA inh	Rpn11 block	Scp-1 inhibitor	STEP inh	SUMO1 PPI mod	DNMT1 inh	TbMetRS inhib	NadD block
1	CCc1ccccc1NC(=O)CCc1c(C)nn(-c2ccc(N3CCOCC3)nn2)c1C	-1.8	-6	1.2	i	7	1	-3	2	-0.8	0
2	Cc1ccc(S(=O)(=O)n2ccnc2)cc1C	-1.7	1	0.7	i	-7	3	2	5	-0.9	-3
3	S=C(NCCOCCOCCNC(=S)Nc1ccccc1)Nc1ccccc1	-0.8	-5	1.3	i	-5	-2	-5	2	-0.3	-7
4	Cc1ccccc1NC(=O)Cn1c(=O)n(-c2ccc(CC(=O)NCC3CCCO3)cc2)c(=O)c2ccccc21 (configuration not stated)	0.7	-4	1.6	i	-6	-1	13	-1	-0.8	0
5	COc1cccc(/C(C)=N/NC(=O)c2cc(-c3cccnc3)nc3ccccc23)c1	-2.3	-2	0.8	i	-2	-1	-6	-1	0.2	-1
6	Cc1nn2cc(-c3ccccc3)nc2[nH]c1=O	-1.1	5	1.6	i	-10	0	-4	0	-0.7	-3
7	COc1ccc(Cn2nnnc2C(c2ccccn2)N2CCN(c3cc(Cl)ccc3C)CC2)cc1 (configuration not stated)	6.3	2	0.1	i	-5	-2	-7	-13	-0.4	3
8	Cc1ccc(N2CCN(C(=O)Nc3cccc([N+](=O)[O-])c3)CC2C)cc1 (configuration not stated)	-0.7	-3	-0.8	i	-4	-3	-14	0	-1.3	-2
9	N#Cc1ccc(C2=CC(=O)C[C@H](c3ccc4c(c3)OCO4)C2)cc1	0.9	-5	2.3	i	-5	0	-20	0	-0.2	-8
10	C=CCCC1(C)C(=O)N(c2ccccc2)c2ccccc21 (configuration not stated)	0.1	-2	-0.3	i	-3	-2	1	0	-0.7	-4
11	CCCN1CCN(C(=O)Cn2nc(C)n3c(cc4sccc43)c2=O)CC1	0.1	0	-1.2	i	-7	0	-10	0	-0.4	-1
12	COc1ccc(C2CC(C(F)(F)F)n3ncc(C(=O)O)c3N2)cc1OC (configuration not stated)	-1.2	-4	0.2	i	-7	-7	0	-2	-1.3	5
13	Cc1ccc(-n2c(=S)[nH]c3nc4c(cc3c2=O)COC(C)(C)C4)cc1	-1.7	-15	2.4	i	-4	-3	2	2	-0.2	1
14	Cc1c(N2C(=O)c3cccc4cccc(c34)C2=O)c(=O)n(-c2ccccc2)n1C	0.6	-5	3.7	i	-2	5	-20	0	-0.5	-4
15	CC(C)c1ccc(OCCCCCN2CCOCC2)cc1	-1.9	2	-0.4	i	-4	-1	0	2	-1.1	-5
16	O=C(NCc1cccc(C(F)(F)F)c1)c1ccc2sc([C@@H]3O[C@H](CO)[C@@H](O)[C@H]3O)nc2c1	-0.2	4	-0.5	i	nt	-2	-7	-5	0.2	-4
17	C/C(CC(=O)Nc1ccc(Cl)cc1Cl)=N\NC(N)=S	-2.1	0	0.3	i	-11	-2	0	-2	-0.8	-2
18	COc1ccccc1C(CNC(=O)c1ccc(NS(=O)(=O)c2ccc(F)c(C)c2)cc1)N1CCCC1 (configuration not stated)	2.8	2	0.5	i	-3	1	-9	-3	-0.2	1
19	O=S(=O)(NCc1ccco1)c1cccc(S(=O)(=O)N2CCOCC2)c1	-2.3	3	-2.3	i	-8	0	-3	4	1.5	2
20	COc1cccc(OCC(=O)N(Cc2nc(-c3ccc(Cl)cc3)no2)C(C)C)c1	2.5	-1	-1.2	i	-16	0	3	4	0.1	-1
21	COc1ccc(S(=O)(=O)N(CC(=O)N2CCCC2)Cc2ccccc2)cc1	-1.3	0	-0.7	i	3	5	-3	2	0.2	-3
22	O=C(N/N=C/c1ccccn1)c1cc(-c2ccc(Cl)cc2)nc2ccccc12	1.7	2	-1.2	i	-8	-2	-4	1	0.0	31*
23	O=C(OCc1nnc(-c2ccccc2Br)o1)c1ccco1	0.6	3	0.2	i	0	-2	8	4	0.0	4
24	COc1ccc(CC(=O)Nc2nc(-c3cccc([N+](=O)[O-])c3)cs2)cc1	1.5	0	0.1	i	-5	4	-6	5	-0.3	1
25	Cc1cc(C(=O)COC(=O)C(C)NC(N)=O)c(C)n1Cc1ccco1 (configuration not stated)	2.4	6	-0.8	i	11	-1	2	-2	-0.9	2
26	CCC(Sc1nc2c(c(=O)n1CC)SC(C)C2)C(=O)OC (configuration not stated)	-0.2	1	2.1	i	2	-1	4	0	0.2	-1
27	COc1ccc(OC)c(/C=C/c2c([N+](=O)[O-])c(=O)n(C)c(=O)n2C)c1	-1.4	0	2.0	i	-3	1	-4	-1	-1.0	0
28	CCOC(=O)C1=C(c2ccccc2)NC(N)=NC1c1ccc(OCc2ccc(Cl)cc2)c(OC)c1 (configuration not stated)	1.7	5	-0.8	i	6	10	-3	26	-1.1	24
29	COc1cc2cc(C(c3nnnn3C3CCCC3)N3CCc4ccccc43)c(=O)[nH]c2cc1OC (configuration not stated)	0.4	0	nt	i	12	0	-9	-11	-0.1	-11
30	CCC(C)N(CC(=O)NCc1ccc(OC)cc1)C(=O)c1csnn1 (configuration not stated)	-1.0	1	-0.3	i	-11	1	-1	1	0.0	1
31	O=C(Cn1ccc(=O)[nH]c1=O)c1ccc([N+](=O)[O-])o1	0.5	0	2.5	i	nt	0	-23	3	0.6	-3
32	O=C(CCc1nnc2n(Cc3ccc(F)cc3)c(=O)c3ccccc3n12)N1CCN(c2ccccn2)CC1	1.8	-1	1.0	i	2	-1	0	1	0.0	7
33	CC(C)(C)NC(=O)NC(=O)COC(=O)c1ccco1	-0.9	-4	-0.3	i	-5	0	-3	3	-1.2	-2
34	O=C(Cn1cc([N+](=O)[O-])cn1)NCCc1c[nH]c2ccccc12	-0.6	1	0.4	i	-2	-2	-2	-4	-0.8	-6
35	Nc1ccc(C(=O)OCc2ccncc2)cc1[N+](=O)[O-]	1.5	2	0.0	i	2	-1	-29	0	-0.4	9
36	Cc1cccc(CN2C(=O)N/C(=C/c3cc(C)n(-c4ccccn4)c3C)C2=O)c1	0.6	1	1.6	i	-11	0	-11	-6	-0.9	7
37	COC(=O)N/N=C/c1cc(C)n(-c2ccc(Br)cc2)c1C	-0.8	1	0.3	i	-7	0	0	-19	-0.7	4
38	Cc1ccc(NC(=S)N2CCC(c3nc4ccccc4s3)CC2)cc1C	3.2	1	1.5	i	12	3	3	-6	-0.8	2
39	N#Cc1ccc2ccn(CC(=O)NC3CCCCCC3)c2c1	0.4	0	0.0	i	-3	-3	5	-5	-0.6	-5
40	COC(=O)C1=C(C)NC(C)=C(C(=O)OC)C1C(=O)OCc1nnc(-c2ccccc2Cl)o1	-0.2	3	0.6	i	-5	1	2	0	-0.4	-7
41	CCOc1nsc(OCC)n1	0.1	5	-1.1	i	1	2	0	-4	-0.3	-4
42	CCOC(=O)c1ccc(NC(=S)N2CCCC(C(=O)N3CCCC3)C2)cc1 (configuration not stated)	3.2	5	0.1	i	-10	0	3	2	-0.3	-2
43	COc1ccc(/C=C/C(=O)OCC(=O)NC2CCCC2)cc1OC	0.6	-5	2.6	i	-3	-4	-11	0	0.2	2
44	O=C1CC(C(=O)Nc2ccc(Cl)cc2)S/C(=N\N=C\c2ccco2)N1 (configuration not stated)	0.6	-4	5.6*	i	-4	4	-4	-1	0.4	-4
45	CC(C)CN(CC(C)C)C(=O)c1cccc(S(=O)(=O)N2CCc3ccccc32)c1	0.8	1	-0.1	i	4	3	2	0	-0.6	-9
46	COc1ccc(CC2(CO)CCN(S(=O)(=O)c3c(C)nn(C)c3C)CC2)cc1	-0.6	2	-0.4	i	0	-1	-3	3	-0.9	-1
47	CC(=O)Nc1ccccc1OCC(=O)NCC(F)(F)F	-0.5	4	-0.8	i	13	-1	1	3	-0.8	10
48	OCC[C@H]1C[C@@H](O)[C@H](O)[C@@]2(Cc3ccccc3CCO2)O1	-2.5	-2	-0.3	i	-11	2	5	5	-0.2	-2
49	Cc1ccc(NC(=O)Cc2ccc(Cl)cc2)cc1S(=O)(=O)N1CCCCCC1	3.6	3	1.4	i	-10	0	-1	-8	-0.2	-11
50	Cc1cccc(OCC(=O)N2CCN(C(=O)c3cccs3)CC2)c1	-1.3	1	0.0	i	-11	-2	-3	0	-0.2	3
51	CCn1c(NC(=O)C(C)C)c(-c2ccccc2)c(=O)c2ccccc21	-0.4	1	4.0	i	-3	2	-4	3	-0.9	-3
52	C[C@@H](N)C(=O)N[C@H]1CCC2C3CC=C4C[C@@H](O)CC[C@]4(C)C3CC[C@@]21C (some centres not stated)	-1.8	-3	-0.7	i	-10	1	-1	-2	-0.1	-3
53	CCN1C(=O)[C@@H]2C(C(=O)c3cnccn3)=NN[C@@H]2C1=O	-2.0	-3	2.0	i	4	2	-12	-6	-0.4	1
54	C(#Cc1ccc(C#CCN2CCOCC2)cc1)CN1CCOCC1	-0.6	3	2.5	i	-7	0	0	2	-1.3	-8
55	Cc1nnsc1C(=O)NC1CCCc2c1cnn2-c1ccccc1F (configuration not stated)	-1.3	0	-0.5	i	-8	-1	0	2	-0.4	1
56	O=C1C(Cl)=C(NCc2cccnc2)C(=O)c2ccccc21	4.1	3	-0.2	i	1	4	-35	-4	-0.8	-4
57	Cc1ccc(S(=O)(=O)N(c2ccccc2)C2CCS(=O)(=O)C2)cc1 (configuration not stated)	1.5	5	-0.1	i	-6	5	-2	4	-1.5	-4
58	CCCCNC(=S)NNC(=O)c1cccnc1	-3.2	-1	1.2	i	-6	1	5	4	-0.3	2
59	Cn1cnc([N+](=O)[O-])c1Oc1ccccc1	-1.5	-3	-0.4	i	-1	-3	-10	-8	0.2	5

Among those listed so far, two have a thiophene ring, fused or not:
no.	structure	LMPTP block	CSN inh	MsrA inh	Rpn11 block	Scp-1 inhibitor	STEP inh	SUMO1 PPI mod	DNMT1 inh	TbMetRS inhib	NadD block
11	CCCN1CCN(C(=O)Cn2nc(C)n3c(cc4sccc43)c2=O)CC1	0.1	0	-1.2	i	-7	0	-10	0	-0.4	-1
50	Cc1cccc(OCC(=O)N2CCN(C(=O)c3cccs3)CC2)c1	-1.3	1	0.0	i	-11	-2	-3	0	-0.2	3

Screens (PubChem BioAssay)
